Assay outcomes from PubChem BioAssay.
MBD2 DNA inh = inhibitors of human MBD2 binding to methylated oligonucleotide; TR-FRET; inhibition, % at 4.4 µM; hit rate 0.31% among 370,000; in the data active means inhibition above about 13%
rCAG RNA binder = r(CAG) repeat RNA binding; TO-PRO-1 dye displacement fluorescence; inhibition, % at 3 µM; hit rate 1.3% among 370,000; AID 651821;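 active means inhibition above the plate cutoff, the mean of all test compounds on that plate plus 3 SD, cut at about 35% in these data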;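 further: 0% = DMSO alone and 100% = 100 µM mitoxantrone as full dye displacement; higher means more dye released from RNA so lower well fluorescence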
UHRF1 binding = human UHRF1 methylated DNA binding inhibitors. Q96T88. AID 687016. UHRF1 binding to methylated oligo, TR-FRET. inhibition, % at 4.4 µM. hit rate 0.75% among 370,000; in the data active means inhibition above about 21%;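 further: UHRF1 SRA domain binding a hemimethylated CpG hairpin DNA probe; 0% = median of test compound wells and 100% = reference inhibitor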
TCR CD3 inh = human TCR-CD3 binding inhibition | TAMRA-labeled TCR probe fluorescence, biochemical | inhibition, % at 9.4 µM | hit rate 0.37% among 360,000; in the data active means inhibition above about 19%;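 further: recombinant mutant TCR 2C K166C tagged with TAMRA read by polarization; 0% = receptor in buffer alone and 100% = receptor with positive control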
HTRA1 inhibitor = blocks human HTRA1 serine peptidase; Q92743; recombinant HTRA1, FP-rhodamine activity-based probe, fluorescence polarization; inhibition, % at 5.96 µM; hit rate 0.5% among 340,000; in the data active means inhibition above about 36%;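 further: 0% = enzyme with DMSO and 100% = wells lacking enzyme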
NPR1 activator = GC-A (human) enzyme activation | activation, % at 10 µM | hit rate 0.14% among 370,000 | P16066 | HEK293 GC-A cells, cGMP TR-FRET, EC30 ANP; 0% at EC30 ANP, 100% saturating ANP; in the data active means activation above about 40%
NPR2 activator = GC-B (human) receptor activation. HEK293-GC-B cells, CNP EC30, cGMP TR-FRET; 0% at EC30 CNP, 100% saturating CNP. activation, % at 10 µM. hit rate 0.11% among 370,000;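 active means activation at 10 µM reaching about 35% in either raw or pattern-adjusted values, limit read from the data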
ABHD4 inh = inhibits mouse alpha/beta hydrolase domain 4; Q8VD66; purified mABHD4, FP-Rh probe fluorescence polarization; inhibition, % at 8.92 µM; hit rate 0.54% among 370,000;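 active means inhibition exceeding the mean over every tested compound plus 3 SD, cut at about 30% in these data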;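 further: 0% = plate median of compound wells and 100% = S159A mutant with DMSO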
Target sequence (Q8VD66 whole entry, looked up, the tested form may be a part): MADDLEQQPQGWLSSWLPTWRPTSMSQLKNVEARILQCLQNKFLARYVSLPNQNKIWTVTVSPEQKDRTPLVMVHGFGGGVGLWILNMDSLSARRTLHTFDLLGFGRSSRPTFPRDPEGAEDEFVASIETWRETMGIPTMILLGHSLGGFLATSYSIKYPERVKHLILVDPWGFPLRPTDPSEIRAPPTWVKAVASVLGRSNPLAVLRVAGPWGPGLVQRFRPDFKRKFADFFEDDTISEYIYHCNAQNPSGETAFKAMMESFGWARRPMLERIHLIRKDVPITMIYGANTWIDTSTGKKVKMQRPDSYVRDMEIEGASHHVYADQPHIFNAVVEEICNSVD
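assay system = mABHD4 protein | compound dosing = single nominal dose of 8.92 µM, 0.89% DMSO final | read-out basis = percent inhibition of probe binding, normalized to plate controls | schedule = Enzyme–compound pre-incubation 45 min, then probe 60 min, both 25 °C | detection = fluorescence polarization, excitation 525 nm, emission 598 nm, BODIPY TMR filters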
PRMT1 FP inh = PRMT1 (human) inhibition, primary screen; recombinant PRMT1, activity-based probe fluorescence polarization; inhibition, % at 2.79 µM; hit rate 1.3% among 370,000;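 active means inhibition above about 21% made by adding two undisclosed values, limit read from the data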
Target sequence (Q99873 whole entry, looked up): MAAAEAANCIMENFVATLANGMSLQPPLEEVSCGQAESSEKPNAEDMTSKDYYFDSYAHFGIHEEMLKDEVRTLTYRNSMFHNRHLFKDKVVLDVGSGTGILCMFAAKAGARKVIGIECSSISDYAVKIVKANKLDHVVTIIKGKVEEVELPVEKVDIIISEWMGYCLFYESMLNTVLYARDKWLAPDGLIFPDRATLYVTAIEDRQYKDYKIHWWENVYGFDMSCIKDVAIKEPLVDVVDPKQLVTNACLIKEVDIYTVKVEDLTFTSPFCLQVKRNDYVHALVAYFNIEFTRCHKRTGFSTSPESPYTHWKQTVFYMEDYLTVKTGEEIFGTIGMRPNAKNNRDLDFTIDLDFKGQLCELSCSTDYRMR
SIAE inh = inhibitors of human sialic acid acetylesterase SIAE; Q9HAT2; SIAE FP-Rh probe binding, fluorescence polarization; inhibition, % at 9.66 µM; hit rate 0.69% among 370,000;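 active means inhibition above a cutoff: mean of compounds within the control limits plus 3 SD of those, cut at about 17% in these data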;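 further: 0% = plate median of compound wells and 100% = probe without SIAE protein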
* hit, by the source's call; . = not tested or not shown.

SMILES	MBD2 DNA inh	rCAG RNA binder	UHRF1 binding	TCR CD3 inh	HTRA1 inhibitor	NPR1 activator	NPR2 activator	ABHD4 inh	PRMT1 FP inh	SIAE inh
COc1ccc(O)c(C(=O)CC(=O)c2ccc(F)cc2)c1	6.1	4.6	-3.8	2.1	-5.3	-0.1	8.2	3.5	3.2	3.7
CC1(C)CC(=O)c2c(O)cc(OCC(=O)N3CCN(c4ccccc4)CC3)cc2O1	0.5	-5.2	-0.6	0.6	-7.1	-1.9	-2.7	-3.4	18.4	-2.7
CCCC(NC(=O)C(C)N1CCN(S(=O)(=O)c2ccccc2)CC1)c1ccccc1 (stereo unspecified)	-0.2	-9.4	1.6	-10.8	1.1	-0.3	2.8	3.6	-1.3	-5.1
COc1cccc(CN2CC(C(=O)N3CCSCC3)CCC2=O)c1 (stereo unspecified)	0.6	1.7	2.0	-1.3	5.7	1.6	-3.3	0.0	-1.0	-0.7
Cc1cc(C)cc(N(CC(=O)NC2CCCC2)C(=O)CNC(=O)c2ccco2)c1	-2.7	-5.0	0.2	3.2	0.9	-2.0	-6.7	0.7	-2.7	7.9
O=C(Nc1ccc(F)c([N+](=O)[O-])c1)C(=O)c1c(O)[nH]c2ccccc12	-2.4	8.0	-4.5	12.4	-1.9	-6.8	-1.8	12.0	0.9	6.9
C=C(C)CNC(=S)/N=c1\scc(C)n1CC	0.8	0.4	0.4	7.6	-2.6	3.2	5.5	-2.5	2.7	-9.9
CCOc1ccc(NC(=O)CSc2nc3ccccc3nc2N2CCCC2)cc1	5.3	2.8	0.3	-7.4	-5.8	-1.2	-1.9	10.7	-1.6	0.6
Cc1ccc(NC(=O)c2ncn(CCCN(C)CCc3ccccn3)n2)cc1C	-3.2	0.8	0.3	2.9	2.2	-1.9	4.4	-2.4	-0.2	-4.2
COc1ccc(NS(=O)(=O)c2cccc3cccnc23)cc1OC	-3.1	-1.6	-1.1	-1.7	-179.8	-2.6	-8.6	-5.3	-3.9	3.9
O=C(COc1ccc(S(=O)(=O)N2CCCCC2)cc1)NCC1CCCO1 (stereo unspecified)	2.6	-0.6	-3.6	3.2	5.3	-3.3	-5.7	0.3	-3.3	1.3
Cc1onc(-c2c(Cl)cccc2Cl)c1C(=O)N1CCCCC1	0.7	-0.9	1.0	-3.4	10.5	1.1	0.5	-1.6	0.2	3.0
CCOC(=O)N1CCN(C(=O)c2ccccc2NC(=O)c2ccc(C(C)(C)C)cc2)CC1	-6.0	-6.2	-0.7	-2.5	-0.3	-3.0	0.1	4.2	-1.1	6.7
CC(=O)Nc1cccc(C(=O)OCC(=O)N(c2ccccc2)C2CCS(=O)(=O)C2)c1 (stereo unspecified)	-6.1	-0.7	-0.3	1.6	-2.2	-0.2	0.8	-0.2	-0.6	1.1
COC(=O)c1cc(NC(=O)CC2NC3CCCCC3NC2=O)cc(C(=O)OC)c1 (stereo unspecified)	-2.0	2.6	0.2	-3.6	0.6	0.0	5.0	4.7	2.7	-5.5
CC12CCC(C(=O)N(CCCCN3CCN(Cc4ccccc4)CC3)C1=O)C2(C)C (stereo unspecified)	1.0	-11.2	-0.8	-0.6	.	2.9	2.0	3.9	1.1	2.2
CC(=O)OCCN(CCCn1c(-c2ccncc2)nc2ccccc21)c1nc(-c2ccc(C)cc2)cs1	-6.2	2.0	-0.8	7.0	0.3	2.1	-2.9	7.5	-2.7	-0.9
Cc1nc2nc(-c3ccco3)[nH]n2c(=O)c1Cc1ccccc1	-2.5	1.7	-1.6	1.2	-2.8	2.7	4.5	-7.8	-2.0	4.8
O=c1oc(Nc2cccc(Cl)c2)nc2ccccc12	-4.0	10.5	0.2	-3.6	-9.5	1.4	-7.8	-9.1	7.9	-12.4
CN1C(=O)/C(=C/c2ccc(C(=O)NC3CCCC3)cc2)Oc2ccccc21	-0.5	1.4	-2.1	1.9	-1.3	5.5	-13.8	-4.0	-0.1	-0.9

Record cards, from the list above. Order of screens: MBD2 DNA inh | rCAG RNA binder | UHRF1 binding | TCR CD3 inh | HTRA1 inhibitor | NPR1 activator | NPR2 activator | ABHD4 inh | PRMT1 FP inh | SIAE inh
CN1C(=O)/C(=C/c2ccc(C(=O)NC3CCCC3)cc2)Oc2ccccc21 across the screens: -0.5 | 1.4 | -2.1 | 1.9 | -1.3 | 5.5 | -13.8 | -4.0 | -0.1 | -0.9
O=C(COc1ccc(S(=O)(=O)N2CCCCC2)cc1)NCC1CCCO1 (stereo unspecified) across the screens: 2.6 | -0.6 | -3.6 | 3.2 | 5.3 | -3.3 | -5.7 | 0.3 | -3.3 | 1.3
Cc1nc2nc(-c3ccco3)[nH]n2c(=O)c1Cc1ccccc1 across the screens: -2.5 | 1.7 | -1.6 | 1.2 | -2.8 | 2.7 | 4.5 | -7.8 | -2.0 | 4.8
O=c1oc(Nc2cccc(Cl)c2)nc2ccccc12 across the screens: -4.0 | 10.5 | 0.2 | -3.6 | -9.5 | 1.4 | -7.8 | -9.1 | 7.9 | -12.4
CCOC(=O)N1CCN(C(=O)c2ccccc2NC(=O)c2ccc(C(C)(C)C)cc2)CC1 across the screens: -6.0 | -6.2 | -0.7 | -2.5 | -0.3 | -3.0 | 0.1 | 4.2 | -1.1 | 6.7

Further structures follow.
SMILES	MBD2 DNA inh	rCAG RNA binder	UHRF1 binding	TCR CD3 inh	HTRA1 inhibitor	NPR1 activator	NPR2 activator	ABHD4 inh	PRMT1 FP inh	SIAE inh
O=C(c1ccco1)N1CCN=C1SCc1cccc(F)c1	-3.9	3.9	-1.8	7.0	-2.9	3.9	8.6	-5.5	-3.5	4.1
NS(=O)(=O)c1ccc(CCNC(=O)C(c2ccccc2)c2ccccc2)cc1	-1.3	1.2	1.4	1.3	-1.3	-3.6	-8.3	-8.3	-3.5	-5.5
CCOC(=O)Oc1ccc2c(=O)c(Oc3cccc(C)c3)coc2c1	-0.6	-3.5	-6.0	1.5	50.6*	2.3	-2.4	1.8	-1.5	-2.5
O=C(NCc1ccccn1)C1CCN(S(=O)(=O)c2ccccc2C(F)(F)F)CC1	-0.5	-1.5	-0.4	5.0	3.4	-2.5	2.1	-3.6	2.5	-10.5
CS(=O)(=O)N(CC(=O)NCc1ccco1)Cc1ccc(Cl)cc1	-8.4	1.2	-1.6	3.6	-4.0	0.2	-1.4	-0.4	0.7	0.5
Cc1ccc(NC(=O)c2cc([N+](=O)[O-])ccc2NCc2cccnc2)cc1Cl	2.3	10.9	0.5	2.6	-77.8	2.8	-6.3	-12.5	-2.9	-28.3

A portion of the library (hit frequency here may not be typical).
